Assay outcomes deposited in PubChem by National Center for Advancing Translational Sciences (NCATS).
POLH inh – blocks human DNA polymerase eta activity | recombinant Pol eta, fluorescent DNA replication assay | AID 588591 | Potency, µM (top dose mostly 114 µM), for inactives: at the top dose activity change, negative = inhibition, hits mostly inhibitors | 390,000 tested, 1.2% active | Q9Y253; note: potency is the fitted concentration of half-maximal effect; % is set by controls: 0 for no effect and ±100 for the full control effect
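Fluorescent replication assay: 50 nM final substrate added after a 15 min room-temperature compound preincubation with 10 nM enzyme. Signal taken at 0 min and again at 10 min.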
RGS4 inhibitor – inhibitors of human regulator of G protein signaling 4; P49798; Transcreener GDP fluorescence polarization, RGS4-accelerated GTP hydrolysis; Potency, µM (highest dose often 114 µM), for inactives: top-dose activity change, negative = inhibition, hits mostly inhibitors; 390,000 tested, 0.039% active; AID 504845; note: potency is the fitted concentration of half-maximal effect; % is set by controls: 0 for no effect and ±100 for the full control effect; nearly all actives have a fitted effect of over 75% in size; some results filed as inactive show a strong effect at the top dose
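MLSMR compounds (23 nl, pin-transferred) preincubated 10 min at room temperature with a 500nM (2x) first reagent, then RGS4 at 900nM (2x) plus Transcreener GDP mix added; fluorescence polarization (620/688 nm) read before and after 90 min at 30 °C.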
ALOX12 inh – blocks human arachidonate 12S-lipoxygenase | P18054 | purified 12hLO, xylenol orange hydroperoxide absorbance | Potency, µM (highest dose often 108 µM), for inactives: at the top dose activity change, negative = inhibition, hits mostly inhibitors | 580,000 tested, 1.1% active; note: potency is the fitted concentration of half-maximal effect; % is set by controls: 0 for no effect and ±100 for the full control effect
Target sequence (P18054 whole entry, looked up): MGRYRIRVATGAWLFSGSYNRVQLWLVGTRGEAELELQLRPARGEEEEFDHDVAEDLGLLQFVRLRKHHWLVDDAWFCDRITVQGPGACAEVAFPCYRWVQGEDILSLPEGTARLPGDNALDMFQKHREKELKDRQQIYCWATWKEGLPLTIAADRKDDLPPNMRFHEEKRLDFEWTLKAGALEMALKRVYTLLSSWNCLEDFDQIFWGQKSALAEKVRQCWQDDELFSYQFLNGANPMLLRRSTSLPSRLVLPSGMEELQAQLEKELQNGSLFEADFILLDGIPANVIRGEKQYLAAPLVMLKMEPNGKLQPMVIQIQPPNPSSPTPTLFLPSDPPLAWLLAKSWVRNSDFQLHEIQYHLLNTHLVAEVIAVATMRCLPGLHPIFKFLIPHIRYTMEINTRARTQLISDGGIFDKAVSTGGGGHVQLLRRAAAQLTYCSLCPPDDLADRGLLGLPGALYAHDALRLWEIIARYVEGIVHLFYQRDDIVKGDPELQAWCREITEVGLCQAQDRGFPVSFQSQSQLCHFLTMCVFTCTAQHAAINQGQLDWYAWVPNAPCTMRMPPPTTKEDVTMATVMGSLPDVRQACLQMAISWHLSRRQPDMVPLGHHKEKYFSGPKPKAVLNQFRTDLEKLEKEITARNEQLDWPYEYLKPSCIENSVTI
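Purified human 12hLO at 150 nM in 25 mM Hepes, 0.01% Triton X-100, pH 7.0, preincubated 15 min at room temperature with compound. Reaction started with 40 uM arachidonic acid, 30 min at room temperature. Hydroperoxide measured by Fe-xylenol orange, 573/405 nm absorbance ratio.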
APE1 inh – inhibitors of human APE1 endonuclease; P27695; recombinant APE1, TAMRA/BHQ-2 abasic DNA cleavage fluorescence; Potency, µM (titrated, usually from 65.8 µM), for the others: at the top dose activity change, negative = inhibition, most hits filed as inhibitors; 350,000 tested, 0.35% active;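 note: potency is the fitted concentration of half-maximal effect; plate controls were vehicle for no effect and reference inhibitor for full effect; nearly all actives have a fitted effect of over 55% in size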
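Quantitative HTS: incision of a TAMRA/BHQ-2 double-stranded substrate bearing a tetrahydrofuran abasic site by 0.75 nM APE1 raises fluorescence. Substrate 50 nM final, added after 15 min compound preincubation at room temperature; progress as third-minus-first kinetic read difference.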
Anesthetic bind – binds horse apoferritin like a general anesthetic; 350,000 tested, 0.074% active; AID 485281; Potency, µM (titrated, usually from 77.5 µM), for the others: at the highest dose activity change, negative = displacement, actives largely listed as inhibitors; apoferritin/1-aminoanthracene competitive binding, fluorescence; note: potency is the fitted concentration of half-maximal effect; % is set by controls: 0 for no effect and ±100 for the full control effect; nearly all actives have a fitted effect of over 20% in size
Target sequence (P02791 2-175 limits assumed): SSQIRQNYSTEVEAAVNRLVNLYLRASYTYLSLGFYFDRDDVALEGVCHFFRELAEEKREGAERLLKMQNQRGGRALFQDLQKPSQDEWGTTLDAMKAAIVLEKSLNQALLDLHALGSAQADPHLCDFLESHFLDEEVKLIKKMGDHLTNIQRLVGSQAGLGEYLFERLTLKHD
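In PBS, apoferritin at 10 uM is loaded with 1-AMA from a 50% saturated solution. After 10 min of compound exposure at ambient temperature, reduced 535 nm fluorescence indicates probe displacement.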
POLK inh – blocks human DNA polymerase kappa activity; Potency, µM (highest dose often 107 µM), inactives show top-dose activity, negative = inhibition, most hits filed as inhibitors; Q9UBT6; 400,000 tested, 0.53% active; purified Pol kappa, fluorescent DNA synthesis assay, 10 min; note: potency is the fitted concentration of half-maximal effect; % is set by controls: 0 for no effect and ±100 for the full control effect
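Kinetic fluorescence screen: compound preincubated 15 min RT with 10 nM enzyme; 50 nM substrate (final) initiates; reads at 0/10 min.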
ERG Ets-DNA blk – inhibitors of human ERG Ets domain-DNA interaction. Potency, µM (doses to about 76.9 µM), for the others: top-dose FP activity, negative = inhibition, actives largely listed as inhibitors. P11308. 370,000 tested, 0.028% active. fluorescence polarization, His-ERG Ets domain / labelled DNA; active = well fitted inhibition curve with a large enough effect in the polarisation, with a control signal flat; inconclusive = small, poorly fitted or top-dose-only effect, or effect the other way, or a change in a side signal; inactive = no such curve, though single readings can be large or run the other way; the % refers to the polarisation;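 note: polarization taken with two DNA probes labelled with fluorescein and Texas red; potency is the fitted concentration of half-maximal effect; % of control where 0% means no effect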
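His-tagged ERG Ets domain (1 uM in the protein solution; 300mM KCl, 50mM Tris-HCl, 1mM EDTA, 1mM DTT, pH 7.5) received compound, then a probe mix of 5 nM fluorescein-DNA and 100nM Texas-615-DNA. Fluorescence polarization was read for both dyes.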
POLB inh – blocks human DNA polymerase beta activity; AID 485314; Potency, µM (series often up to 114 µM), inactives show at the top dose activity change, negative = inhibition, actives largely listed as inhibitors; Pol beta primer extension/strand displacement, fluorescence kinetic; P06746; 340,000 tested, 1.3% active; note: potency is the fitted concentration of half-maximal effect; % is set by controls: 0 for no effect and ±100 for the full control effect
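Kinetic readout of DNA synthesis with strand displacement by Pol beta. Compound and 10 nM enzyme sit 15 min at room temperature; 50 nM substrate starts the reaction, read immediately and at 10 min.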
LDHA inh – inhibitors of human lactate dehydrogenase A | purified LDHA, NADH/diaphorase-resazurin fluorescence; stronger effect = lower value | activity change, % (values are at about 110 or 230 µM) | 480,000 tested, 0.15% active; in the data active = activity change below about -30%; inconclusive = mostly about -25% to -30%;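 note: plate controls were DMSO wells for no effect and wells without enzyme for full effect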
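Human LDH5 (2 nM) was incubated with 0.06 mM NADH and 0.2 mM pyruvate for 5 min at room temperature in Tris pH 7.4. Remaining NADH was coupled through diaphorase/resazurin, and resorufin fluorescence was read at 0 and 20 min.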
Active calls of the source: *; ? = inconclusive; . = no result given; & = joins results of further samples; ! = not active in a repeat; [ ] = another dose, or the depositor's remark. Unless noted, calls come from the whole dose curve; as a rule, active = well fitted curve in the direction sought with a large enough effect; inconclusive = small, poorly fitted or top-dose-only effect, or another doubt; inactive = no such curve, though single readings can be large; an effect the other way counts as inactive or inconclusive. A portion of the library; the hit share may differ from the screen's.

Key to letters – A = POLH inh; B = RGS4 inhibitor; C = ALOX12 inh; D = APE1 inh; E = Anesthetic bind; F = POLK inh; G = ERG Ets-DNA blk; H = POLB inh; I = LDHA inh
CCC(C)NC(=O)c1c(N)n(Cc2ccc3c(c2)OCO3)c2nc3ccccc3nc12 (stereo not given)
  A: 2% | B: -21% | C: 12% | D: -10% | E: -4% | F: -2% | G: 12% | H: -18% | I: 0
c1ccc2c(CN3CCOCC3)c[nH]c2c1
  A: -6% | B: -4% | C: 10% | D: 16% | E: -4% | F: 3% | G: -15% | H: 9% | I: -4
CN(C(=O)Oc1ccc(F)cc1)c1ccccc1
  A: -5% | B: 24% | C: 17% | D: 15% | E: -7% | F: -26% | G: 0% | H: 23% | I: 0
CC(C)[C@@H]1CN[C@H](C(=O)O)[C@@H]1CC(=O)O
  A: . | B: ? | C: 238%[activator] | D: 7% | E: . | F: -12%[19.4 µM] | G: . | H: . | I: .
COc1ccccc1-n1c(O)c(C=Nc2c(C)n(C)n(-c3ccccc3)c2=O)c(=O)[nH]c1=O
  A: -4% | B: -12% | C: 10% | D: -2% | E: -13% | F: -5% | G: . | H: 14% | I: -3
O=C(CCCN1CCC2(CC1)C(=O)N(Cc1cccc(F)c1)CN2c1ccccc1)c1ccc(F)cc1
  A: . | B: -193%[56.9 µM] | C: ? | D: -1%&-10% | E: -21% | F: -1%&-18%[19.4 µM] | G: . | H: . | I: .
O=c1[nH]c(=O)n(CCC2=CCCCC2)c(O)c1C=NCc1cccnc1
  A: 2% | B: -4% | C: 23% | D: 15% | E: -10% | F: -7% | G: -2% | H: 43% | I: -4
Cc1cc2c(C(C)C)c(O)c(O)c(C=O)c2c(O)c1-c1c(C)cc2c(C(C)C)c(O)c(O)c(C=O)c2c1O
  A: . | B: 4.2µM* | C: 1.1µM*! | D: 25µM*! | E: ? | F: 11µM* | G: . | H: 0.56µM* | I: -14
CCN(CC)C(=O)c1ccc(NC(=O)c2ccc(N3CCCC3=O)cc2)cc1
  A: 1% | B: 6% | C: 342%[activator] | D: 9% | E: . | F: -2% | G: -5% | H: . | I: -9
C=Cn1ccnc1P(=S)(c1ccc(Cl)cc1)c1nccn1C=C
  A: -16% | B: 9% | C: 0% | D: -10% | E: -2% | F: 5% | G: -8% | H: -2% | I: -10
NC1CC1c1ccccc1 (stereo not given)
  A: 3%[57.1 µM] | B: -12%[56.9 µM] | C: -23%[57.4 µM] | D: -2% | E: . | F: 6%[60.1 µM] | G: . | H: -11%[57.1 µM] | I: .
Cc1cccc(CC(c2cccc(C)c2)N(C)C)c1 (stereo not given)
  A: 4% | B: 24% | C: -26% | D: . | E: . | F: -13% | G: 1% | H: . | I: -6
CN(C)CCN(CC1CCCN(Cc2ccccc2F)C1)C(=O)Cc1c(F)cccc1F (stereo not given)
  A: -14% | B: 2% | C: 0% | D: 17% | E: -4% | F: 1% | G: -24% | H: 15% | I: -1
COc1ccc(C(=O)C2CN(C)CC2C(=O)c2ccc(OC)cc2)cc1 (stereo not given)
  A: -15% | B: ? | C: 0% | D: 3% | E: -3% | F: 0% | G: 2% | H: -18% | I: 0
CCC(COC(=O)NC)NC(=O)Oc1ccccc1 (stereo not given)
  A: -13% | B: 9% | C: 293%[activator] | D: -7% | E: -11% | F: -7% | G: 0% | H: 20% | I: -9
Clc1cccc(/C=N\Nc2nccs2)c1
  A: -14% | B: -9%[11.4 µM] | C: 42%[activator] | D: -7% | E: ? | F: -10% | G: 1% | H: 2% | I: -2
CN1CC(Br)C(=O)NC1=O (stereo not given)
  A: -13% | B: 0% | C: -38% | D: . | E: . | F: 7% | G: -1% | H: . | I: -3
O=C1C2CCN(CC2)C1Cc1ccc(OCCOc2ccccc2)cc1 (stereo not given)
  A: -14% | B: -36% | C: ? | D: 0% | E: ? | F: -1% | G: -6% | H: 0% | I: 3
O=C(Nc1ccccc1)c1cccn(Cc2ccccc2)c1=O
  A: -12% | B: -32% | C: 6% | D: -7% | E: -13% | F: -2% | G: -24% | H: 12% | I: -4
CC(C)(C)c1o[nH]c(=O)c1CC(N)C(=O)O (stereo not given)
  A: -5% | B: 13%[56.9 µM] | C: 8% | D: -13%&5% | E: . | F: -10%[60.1 µM] | G: 3% | H: 11%[57.1 µM] | I: -6
CCCC[N+]1(C)C2CC(OC(=O)C(CO)c3ccccc3)CC1C1OC12 (stereo not given)
  A: -2%[57.1 µM] | B: -24% | C: -1% | D: -5%&2% | E: 2%&-1% | F: 8%[19.4 µM] | G: 4% | H: 9%[57.1 µM] | I: -4
COc1ccc(CCn2c(O)c(C=NCCCN(C)C)c(=O)[nH]c2=O)cc1OC
  A: -8% | B: 16% | C: -9% | D: 5% | E: 1% | F: -6% | G: -2% | H: -1% | I: 1
COC(=O)C1=C(c2ccccc2OCc2ccccc2)C[C@@H]2CC[C@H]1N2C(=O)NCc1ccc([N+](=O)[O-])cc1
  A: -16% | B: 3% | C: 11% | D: -1% | E: . | F: -6% | G: 2% | H: . | I: 1
COc1ccc(CN2CCCC(C(=O)c3ccccc3SC)C2)cc1O (stereo not given)
  A: -14% | B: 15% | C: -16% | D: 3% | E: ? | F: -7% | G: -4% | H: -17% | I: -3
COc1cc2c(c(OC)c1O)-c1ccc(OC)c(=O)cc1C(NC(=O)C(F)(F)F)CC2 (stereo not given)
  A: -11% | B: -15% | C: -8% | D: . | E: . | F: -17% | G: . | H: . | I: 4
COCCN1Cc2cc(=O)n3c([nH]c4ccccc43)c2C1=N
  A: -23% | B: -18% | C: 7% | D: ? | E: 141%[activator] | F: -3% | G: 25% | H: -3% | I: 1
Cc1ccc2c(c1)C1CN(C)CCC1N2C(=O)c1cccnc1Cl (stereo not given)
  A: -8% | B: 14% | C: 0% | D: 20% | E: -1% | F: -9% | G: 5% | H: 47% | I: 2
COC(=O)C1=C(c2ccc(-c3ccccc3)c(F)c2)C[C@@H]2CC[C@H]1N2C(=O)NCc1ccc(F)cc1
  A: -14% | B: 22% | C: 3% | D: -12% | E: . | F: -4% | G: 8% | H: . | I: -6

10 compounds out of the list, sorted by molecular weight, highest first:
Key to letters – A = POLH inh; B = RGS4 inhibitor; C = ALOX12 inh; D = APE1 inh; E = Anesthetic bind; F = POLK inh; G = ERG Ets-DNA blk; H = POLB inh; I = LDHA inh
COc1ccccc1-n1c(O)c(C=Nc2c(C)n(C)n(-c3ccccc3)c2=O)c(=O)[nH]c1=O
  A: -4% | B: -12% | C: 10% | D: -2% | E: -13% | F: -5% | G: . | H: 14% | I: -3
COc1cc2c(c(OC)c1O)-c1ccc(OC)c(=O)cc1C(NC(=O)C(F)(F)F)CC2 (stereo not given)
  A: -11% | B: -15% | C: -8% | D: . | E: . | F: -17% | G: . | H: . | I: 4
CCC(C)NC(=O)c1c(N)n(Cc2ccc3c(c2)OCO3)c2nc3ccccc3nc12 (stereo not given)
  A: 2% | B: -21% | C: 12% | D: -10% | E: -4% | F: -2% | G: 12% | H: -18% | I: 0
CCCC[N+]1(C)C2CC(OC(=O)C(CO)c3ccccc3)CC1C1OC12 (stereo not given)
  A: -2%[57.1 µM] | B: -24% | C: -1% | D: -5%&2% | E: 2%&-1% | F: 8%[19.4 µM] | G: 4% | H: 9%[57.1 µM] | I: -4
Cc1ccc2c(c1)C1CN(C)CCC1N2C(=O)c1cccnc1Cl (stereo not given)
  A: -8% | B: 14% | C: 0% | D: 20% | E: -1% | F: -9% | G: 5% | H: 47% | I: 2
O=C(Nc1ccccc1)c1cccn(Cc2ccccc2)c1=O
  A: -12% | B: -32% | C: 6% | D: -7% | E: -13% | F: -2% | G: -24% | H: 12% | I: -4
CCC(COC(=O)NC)NC(=O)Oc1ccccc1 (stereo not given)
  A: -13% | B: 9% | C: 293%[activator] | D: -7% | E: -11% | F: -7% | G: 0% | H: 20% | I: -9
CN(C(=O)Oc1ccc(F)cc1)c1ccccc1
  A: -5% | B: 24% | C: 17% | D: 15% | E: -7% | F: -26% | G: 0% | H: 23% | I: 0
Clc1cccc(/C=N\Nc2nccs2)c1
  A: -14% | B: -9%[11.4 µM] | C: 42%[activator] | D: -7% | E: ? | F: -10% | G: 1% | H: 2% | I: -2
c1ccc2c(CN3CCOCC3)c[nH]c2c1
  A: -6% | B: -4% | C: 10% | D: 16% | E: -4% | F: 3% | G: -15% | H: 9% | I: -4
